M1 antag = blocks human M1 muscarinic receptor; 1.3% of 360,000 active; inhibition, % at 3 µM; CHO-K1 hM1, Fluo-8 calcium fluorescence, ACh EC80 antagonist; AID 588852;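 active = percent inhibition above its own plate's cutoff, namely the mean of that plate's compound wells plus 3 SD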;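 note: peak over basal fluorescence ratio during 140 s after agonist addition; 0% = ACh EC80 plus DMSO and 100% = DMSO alone without agonist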
Target sequence (P11229 whole entry, looked up): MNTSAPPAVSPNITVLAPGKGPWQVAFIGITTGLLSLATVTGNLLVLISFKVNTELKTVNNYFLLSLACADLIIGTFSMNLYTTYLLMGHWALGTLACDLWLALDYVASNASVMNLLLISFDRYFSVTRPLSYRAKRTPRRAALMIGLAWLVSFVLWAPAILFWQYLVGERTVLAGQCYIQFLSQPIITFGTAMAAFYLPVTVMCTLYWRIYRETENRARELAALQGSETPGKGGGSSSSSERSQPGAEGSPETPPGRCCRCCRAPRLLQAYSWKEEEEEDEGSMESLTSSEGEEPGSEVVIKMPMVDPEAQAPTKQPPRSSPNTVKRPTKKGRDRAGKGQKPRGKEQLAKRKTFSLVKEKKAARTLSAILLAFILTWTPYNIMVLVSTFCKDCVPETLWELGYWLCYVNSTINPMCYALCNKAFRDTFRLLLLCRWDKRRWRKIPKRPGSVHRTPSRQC
OXTR potentiator = potentiators of human oxytocin receptor; P30559; CHO-OTR cells, Fluo-8 calcium fluorescence, potentiator mode; 0% = oxytocin EC15, 100% = EC100; activation, % at 3 µM; 0.061% of 320,000 active; AID 2445;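 active = activation above that plate's cutoff, the mean activation of tested compounds plus 3 SD, cut at about 6.6% in these data, passing the limit was not always enough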;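 note: 100% uses oxytocin at 75 nM as the full agonist control; some results filed as inactive read as strong as hits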
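System: human OTR in CHO cells / Also added: sub-maximal oxytocin, roughly EC15 / Control set: EC15 oxytocin low, 75 nM oxytocin high / Schedule: 6 min compound pre-incubation at room temperature, 100 s kinetic read / Compound: single-point 3.0 µM / Replication: singlicate / Technique: Fluo-8 calcium dye fluorescence / Read-out basis: % activation of max/min ratio relative to oxytocin controls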
OXTR agonist = agonists of human oxytocin receptor; P30559; CHO-OTR cells, Fluo-8 calcium fluorescence; normalized: DMSO 0%, oxytocin 100%; activation, % at 3 µM; 0.32% of 320,000 active; AID 2435;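 active = activation above the mean of all tested compounds plus 3 SD, cutoff set per screening run, cut at about 20% in these data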;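 note: peak over basal fluorescence ratio from a 100 s FLIPR kinetic read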
TAAR1 antagonist = human TAAR1 antagonism; 1.5% of 360,000 active; inhibition, % at 3 µM; CHO RD-HGA16 TAAR1, Fluo-8 calcium fluorescence, antagonist; AID 624466;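 active = inhibition above a per-plate cutoff, the mean inhibition of test compounds on that plate plus 3 SD, cut at about 49% in these data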;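 note: 0% = DMSO plus EC80 beta-PEA response and 100% = DMSO alone without agonist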
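Assay system: CHO-derived RD-HGA16 cells stably expressing human TAAR1 plus Gα16. Timing: 140 s kinetic read after compound, 140 s after agonist. Technique: kinetic Fluo-8 calcium fluorescence measurement. Measure: % inhibition of agonist calcium response.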
CHO parental Ca = counter-screen for OX1R antagonists: effect in parental CHO cells | 0.63% of 330,000 active | parental CHO-K1, ATP-induced calcium, Fluo-8 fluorescence | AID 463079 | inhibition, % at 5.6 µM;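 active = inhibition above that plate's mean sample inhibition plus 3 SD, cut at about 26% in these data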;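 note: 0% = ATP-challenged DMSO wells and 100% = DMSO wells without ATP; some compounds past the cut are filed as inactive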
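test system = CHO parental line | reagent = ATP stimulus | measured by = intracellular calcium via Fluo-8 no-wash fluorescent dye | control set = ATP and no-ATP DMSO wells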
CHRM1 PAM = positive allosteric modulators of human M1 muscarinic receptor. CHO-K1 hM1, Fluo-8 calcium fluorescence, ACh EC20; 0% = ACh EC20, 100% = maximal ACh. activation, % at 3 µM. 0.088% of 360,000 active; in the data active = activation above about 19%, passing the limit was not always enough
M1 ag = activates human CHRM1 receptor; P11229; CHO-K1 hM1, Fluo-8 calcium fluorescence, agonist mode; 0% DMSO, 100% acetylcholine EC100; activation, % at 3 µM; 0.33% of 360,000 active;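 active = activation above the run's mean compound activation plus 3 SD, cut at about 16% in these data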;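 note: peak over basal fluorescence ratio within a 140 s kinetic read after compound addition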
V1aR counter = activates human V1a receptor in oxytocin agonist counter-screen. 0.25% of 320,000 active. CHO-V1R cells, Fluo-8 calcium fluorescence, agonist mode; 0% DMSO, 100% 3 nM vasopressin. P37288. AID 2797. activation, % at 3 µM;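 active = activation above the mean activation of all tested compounds plus 3 SD, per screening run, cut at about 20% in these data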;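 note: signal is peak over basal fluorescence ratio across a 100 second FLIPR read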
Target sequence (P37288 whole entry, looked up): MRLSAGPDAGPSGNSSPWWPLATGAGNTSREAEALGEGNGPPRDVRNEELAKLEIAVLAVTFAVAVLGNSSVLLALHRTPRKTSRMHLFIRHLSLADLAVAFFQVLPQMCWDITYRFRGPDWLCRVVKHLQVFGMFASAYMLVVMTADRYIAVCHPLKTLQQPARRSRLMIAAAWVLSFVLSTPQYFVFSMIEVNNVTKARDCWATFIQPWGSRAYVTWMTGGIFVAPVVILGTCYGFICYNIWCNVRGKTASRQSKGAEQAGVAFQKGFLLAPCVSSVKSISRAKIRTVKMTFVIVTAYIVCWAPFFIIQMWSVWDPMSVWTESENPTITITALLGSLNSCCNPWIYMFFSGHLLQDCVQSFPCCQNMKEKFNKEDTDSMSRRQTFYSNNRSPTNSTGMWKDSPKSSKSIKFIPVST
TAAR1 ag = human TAAR1 agonism; 0.99% of 360,000 active; activation, % at 3 µM; AID 624467; CHO RD-HGA16 TAAR1, Fluo-8 calcium fluorescence; vehicle wells 0%, saturating PEA agonist 100%;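 active = activation above the mean activation of all test compounds in the run plus 3 SD, cut at about 38% in these data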
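System: CHO-derived RD-HGA16 cells with stable Gα16 and human TAAR1. Times: 17-24 h plating, Fluo-8 75 min 37 °C, 30 min RT. Measured by: calcium-sensitive Fluo-8 signal, excitation 470-495, emission 515-575 nm. Read-out basis: % activation relative to PEA EC100 response. Control set: DMSO and PEA EC100. Repeats: no replicates (n 1).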
* marks the source's active call; other numbers are inactive results; . = no result given. This is a random part of the collection, and some 3.7% of all compounds hit somewhere here.

SMILES	M1 antag	OXTR potentiator	OXTR agonist	TAAR1 antagonist	CHO parental Ca	CHRM1 PAM	M1 ag	V1aR counter	TAAR1 ag
Cc1cccc(NS(=O)(=O)c2ccc(C(=O)N3CC(C)OC(C)C3)cc2)c1C (configuration not stated)	9	-15	5.8	6	-2	-7	4	4.9	10
C/C(=N\NS(=O)(=O)c1ccc(C)cc1)c1ccc(C)o1	8	-7	0.9	-4	-17	-6	-5	1.2	6
COc1ccc(/C=C2\CCc3c2nc2ccccc2c3C(=O)O)cc1OC	-8	-4	11	-13	7	3	0	11	0
O=C(Nc1ccc(O)cc1)c1c(O)c2c([nH]c1=O)CCCC2	-4	.	.	-4	.	8	-5	.	4
CC1CC(C)CN(C(=S)Nc2ccc(OC(F)F)cc2)C1 (configuration not stated)	-7	-6	-1.7	3	-2	6	-4	2.2	25
COc1ccccc1OCCN1C(=O)S/C(=C\c2ccco2)C1=O	-10	-10	0.2	25	-19	2	-2	1.5	6
NC(=O)COC(=O)CC12CC3CC(CC(Br)(C3)C1)C2	-14	-6	0.4	-3	-1	9	-3	-0.4	5
O=C(CN1C(=O)c2ccccc2S1(=O)=O)N1CCN(c2ccc(F)cc2)CC1	-8	-3	2.1	-12	-4	8	1	2.0	7
COCCNc1c2c(nc3c(-c4ccccc4)c(C)nn13)CCCC2	-5	-3	-1.9	5	-23	-2	-8	-1.0	8
CC(C)[C@H](NC(=O)N1CCn2c1nc1ccccc12)C(=O)NCc1ccc(F)cc1	-16	-1	-0.8	-33	-23	5	-4	8.9	3
COCCN=C1Sc2nc3cc(C)c(C)cc3cc2CN1Cc1cccs1	-23	-7	0.1	-2	-11	5	-2	0.1	0
CC(=O)c1ccccn1	-1	-3	0.0	-20	8	-3	-1	-0.4	1
O=C(C(Cc1ccccc1)N1C(=O)C2C3C=CC(C3)C2C1=O)N1CCCCCC1 (configuration not stated)	-2	-8	1.6	-4	-15	2	-3	7.3	22
O=C(CN(Cc1ccc(F)cc1)C(=O)CNS(=O)(=O)c1ccc(F)cc1)NCc1ccco1	-1	-7	1.1	3	-11	8	-2	0.0	-4
CN(C)CCNc1ncnc2ccccc12	-2	0	1.7	-19	-6	1	-4	0.6	3
Cc1ccc(-n2nc3c(n2)/C(=N/O)CC/C3=N\O)cc1	-5	1	-1.1	-2	-7	6	-1	-0.3	13
CCN(CC)C(=O)CSc1nnc(-c2cccc(OC)c2)o1	-3	-4	-0.2	8	-9	7	-5	-0.7	2
O=C(O)C1CC=CCC1C(=O)Nc1ccc2c(c1)CCC2 (configuration not stated)	2	1	0.5	-10	-6	0	-3	0.6	0
COc1ccc(-c2cc(C(=O)Nc3cccc(Cl)c3)no2)cc1	-21	-8	-0.2	-4	-9	10	-2	0.8	4
CN(CC(O)Cn1c2ccccc2c2ccccc21)S(C)(=O)=O (configuration not stated)	-1	-8	5.0	1	-3	5	1	3.3	6
COc1ccc(CCC(C)N2CCc3ccccc3C2)cc1 (configuration not stated)	19	-3	-1.5	-5	-8	-18	-9	0.6	9
O=[N+]([O-])c1ccc(Cl)cc1Sc1cccc2cccnc12	15	8	-1.7	-11	3	-5	-1	-2.1	26
CCOc1ccc(C2/C(=C(\O)c3cccc(OC)c3)C(=O)C(=O)N2c2ccccn2)cc1OC (configuration not stated)	0	-1	-0.4	-5	-9	3	-2	-0.4	0
CCOc1ccccc1Nc1nnc(SCC(=O)Nc2cccc(S(=O)(=O)NC3=NCCCCC3)c2)s1	10	-12	0.8	26	-18	-8	-8	7.0	7
O=C(/C(C=Nc1ccc(Br)cc1)=C(/O)c1ccco1)C(F)(F)F	-7	-2	0.5	-11	-14	9	-7	1.7	18
Cc1cc(NCCC(C)C)n2nc(C)c(-c3ccccc3)c2n1	16	-3	-1.7	-1	-35	-20	-8	-1.4	6
CCOc1ccc(NC(=S)N(CCCN2CCCC2)Cc2cccn2Cc2ccc(Cl)cc2)cc1	-4	-6	6.3	-7	-17	5	-5	1.2	4
O=C(O)C1CC=C(Cl)CC1C(=O)NC1CCCCC1 (configuration not stated)	-2	-7	0.3	.	3	3	3	-0.1	.
Cc1cccc(NC(=O)c2ccc3c(Cl)c4c(nc3c2)CCCC4)n1	-11	0	-1.4	5	-11	13	-6	0.5	5
O=C(CNC(=O)c1ccc(Cl)cc1Cl)NCc1ccccn1	-18	5	1.0	-19	-12	19	-1	-0.3	11
CCOc1ccc(C(=O)NC2CCN(C(=O)Nc3ccc(F)cc3)CC2)cc1	-11	0	-1.0	-1	-11	4	-2	-0.1	-1
C/C(=N\NC(=O)CC1N=C(Cc2ccccc2)NNC1=O)c1ccc(C)cc1 (configuration not stated)	-7	-10	-2.6	-5	-21	9	-1	0.8	4
CCOC(=O)CC(c1ccc(N)cc1)n1c(C)ccc1C (configuration not stated)	-11	7	-1.1	-21	-12	7	-1	0.2	3
CC1(C(=O)NCc2ccccc2Br)CCN1Cc1ccccc1OC(F)F (configuration not stated)	-6	.	.	-2	.	-4	-8	.	18
C=CCn1cnc2c(nnn2Cc2ccc(F)cc2)c1=O	-11	-4	-0.1	4	-12	3	-6	-0.2	0
COc1ccc(/C=C(/NC(=O)c2ccc([N+](=O)[O-])cc2)C(=O)NCCCN(C)C)cc1	-6	-5	0.5	9	-10	9	-5	-0.1	0

Molecules from the list above containing a Cl atom, in the order listed:
SMILES	M1 antag	OXTR potentiator	OXTR agonist	TAAR1 antagonist	CHO parental Ca	CHRM1 PAM	M1 ag	V1aR counter	TAAR1 ag
COc1ccc(-c2cc(C(=O)Nc3cccc(Cl)c3)no2)cc1	-21	-8	-0.2	-4	-9	10	-2	0.8	4
O=[N+]([O-])c1ccc(Cl)cc1Sc1cccc2cccnc12	15	8	-1.7	-11	3	-5	-1	-2.1	26
CCOc1ccc(NC(=S)N(CCCN2CCCC2)Cc2cccn2Cc2ccc(Cl)cc2)cc1	-4	-6	6.3	-7	-17	5	-5	1.2	4
O=C(O)C1CC=C(Cl)CC1C(=O)NC1CCCCC1 (configuration not stated)	-2	-7	0.3	.	3	3	3	-0.1	.
Cc1cccc(NC(=O)c2ccc3c(Cl)c4c(nc3c2)CCCC4)n1	-11	0	-1.4	5	-11	13	-6	0.5	5
O=C(CNC(=O)c1ccc(Cl)cc1Cl)NCc1ccccn1	-18	5	1.0	-19	-12	19	-1	-0.3	11

Next section.
SMILES	M1 antag	OXTR potentiator	OXTR agonist	TAAR1 antagonist	CHO parental Ca	CHRM1 PAM	M1 ag	V1aR counter	TAAR1 ag
Cc1nc2ccccc2c2oc(C(=O)NCCN3CCCCC3C)cc12 (configuration not stated)	-12	1	0.8	1	-5	2	-9	0.0	0
CC(C)(C)N1C(=O)Cc2c1nc(N)c1c(N)nc(N3CCCCC3CO)c(C#N)c21 (configuration not stated)	-17	-8	0.4	.	-2	0	-3	0.9	.
CCC1CCCCN1CCCNC(=O)c1ccc2c(c1)NC(=O)CS2 (configuration not stated)	-5	-8	0.2	-4	-5	3	-3	0.9	1
CC1CCN(S(=O)(=O)c2ccc(C(=O)Nc3ccccn3)cc2)CC1	1	-1	-0.5	-17	-11	-3	-4	1.6	4
CCOc1ccc(NC(=S)N2CCC(c3nc4ccccc4[nH]3)CC2)cc1	12	-14	-2.4	5	-17	1	-6	-2.0	-2
Fc1ccc(Cn2cccc2C2=NC(c3ccccc3)CO2)cc1 (configuration not stated)	-5	-8	-1.5	0	-32	4	-5	-0.3	8
Cc1cc(-c2ccco2)n2c(nc3ccccc32)c1C#N	-19	-16	-1.7	7	-20	1	-7	-1.1	9
O=C(Nc1ccc(F)cc1)NC1CCN(Cc2c(F)cccc2Cl)CC1	-4	-13	1.6	-24	-19	0	-5	18	1
O=C(CCSCCc1ccccn1)Nc1cccc([N+](=O)[O-])c1	-7	-10	3.7	5	-5	3	-4	5.4	4
CC[C@@]1(C(=O)OC)N[C@H](CN(C)C(=O)Nc2ccc(OC)cc2)[C@@H]2C(=O)N(Cc3ccccc3)C(=O)[C@@H]21	-12	3	0.6	-19	-18	12	-2	0.4	0
CCOC(=O)c1c(Cc2ccc(Cl)cc2)c[nH]c1C	0	-11	-2.7	5	1	-7	-9	-2.2	-2
CC1=C(C(N)=O)C(c2ccncc2)n2nc(-c3ccccc3Cl)nc2N1 (configuration not stated)	7	-2	-0.1	-11	-7	-7	-3	-0.6	1
Cc1ccc(C)c(C(=O)Nc2nc3ccccc3[nH]2)c1	-2	-23	0.8	7	8	3	2	0.8	4
Cc1ccccc1C(=O)N1CCC(C(=O)Nc2ccccc2N2CCCC2)CC1	-4	-4	-0.4	-17	-5	6	-2	-0.2	3
CC(C)C1C(=O)N(Cc2cn(CCC3OCCO3)nn2)CCS(=O)(=O)N1Cc1ccc(-c2ccc(F)nc2)cc1 (configuration not stated)	-10	.	.	12	.	1	-5	.	3
COc1ccc(CC(N)c2csc(NC(=O)c3cccs3)n2)cc1 (configuration not stated)	12	.	.	18	.	-7	-3	.	25
Oc1c(Cl)cc(Cl)c(Cl)c1CN1CCOCC1	-5	.	.	-3	.	2	-4	.	4
COc1ccc(C2C(C#N)C(C#N)N3CCCN23)cc1 (configuration not stated)	-5	-2	2.3	6	-1	11	-4	1.4	6
O=C(COC(=O)c1ccc(Cl)nc1)NCCNC(=O)COC(=O)c1ccc(Cl)nc1	-14	-6	0.3	-10	10	9	-5	-0.3	0
CC(C)CCN(C(=S)Nc1cccc(F)c1)C(C)c1cccs1 (configuration not stated)	-6	-6	-1.4	-4	-17	6	-3	-0.2	8
COc1ccc(C(=O)Nc2nnc(SCC(=O)NC3CCCC3)s2)c(OC)c1	-12	-5	-0.8	13	-21	12	-1	0.5	0
CCCCCn1c(CNC(C)=O)nc2ccccc21	-13	-12	-0.6	-18	-18	9	-3	0.5	1
COc1ccc(CCNC(=O)C(C)n2nc(C)n3c(cc4occc43)c2=O)cc1OC (configuration not stated)	3	-7	-1.0	-23	-10	1	-1	-0.2	0
COc1cc(CCN(C(C)=O)C2C(=O)Nc3ccccc3N=C2c2ccc3c(c2)OCO3)cc(OC)c1 (configuration not stated)	4	.	.	14	.	3	-6	.	2
CCN(CC)CCNc1nc2ccccc2n1C	-9	-5	0.7	-5	-2	8	-5	1.4	13
COc1ccc(N2CCN(C(=O)COC(=O)CCOc3ccccc3C)CC2)cc1	1	-10	4.2	-15	-18	3	1	7.0	6

Source: PubChem (The Scripps Research Institute Molecular Screening Center)
